Compound activity as filed in PubChem.
GLS inh: qHTS for Inhibitors of Glutaminase (GLS); GLS enzymatic activity, qHTS titration; Potency, µM (titrated, usually from 45.5 µM), for inactives: at the highest dose activity change, negative = inhibition, usual class: inhibitors; actives 0.21% (n = 410,000); also: potency is read from the fitted curve at half-maximal effect; % is scaled to controls: 0 for no effect and ±100 for the full control effect
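Two-point fluorescence kinetic (t0, 30 min RT) for hKGA; glutamate detected via glutamate oxidase–HRP–Amplex Red. Substrate: 1 mM L-glutamine solution; buffer 45 mM KH2PO4, pH 8.2.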
PI4K2A block: qHTS for small molecular inhibitors of PI4K2A; purified PI4K2A, ADP-Glo luminescence, 1 h; stronger effect = lower value; Phosphatidylinositol 4-kinase type 2-alpha (Homo sapiens), Q9BTU6; activity change, negative = inhibition, % at 76.9 µM; AID 1346378, 2018; actives 0.13% (n = 420,000); in the data active = activity change below about -50%; inconclusive = mostly about -30% to -49%;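 also: -100% = wells without enzyme as full effect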
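Compounds are screened against recombinant PI4K2A using PI as substrate and ATP, the latter dispensed at 300 microM. Reactions run one hour at ambient temperature before ADP-Glo detection; full inhibition defined by wells lacking enzyme.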
RGS4 inhibitor: Inhibitors of Regulator of G Protein Signaling (RGS) 4: qHTS. Regulator of G-protein signaling 4 (Homo sapiens), P49798. Transcreener GDP fluorescence polarization, RGS4-accelerated GTP hydrolysis. Potency, µM (top dose mostly 114 µM), without a hit: top-dose activity change, negative = inhibition, actives largely listed as inhibitors. actives 0.039% (n = 390,000). AID 504845, 2011; also: potency is read from the fitted curve at half-maximal effect; % is scaled to controls: 0 for no effect and ±100 for the full control effect; nearly all actives have a fitted effect of over 75% in size; some results filed as inactive show a strong effect at the top dose
Target sequence (P49798 whole entry, looked up): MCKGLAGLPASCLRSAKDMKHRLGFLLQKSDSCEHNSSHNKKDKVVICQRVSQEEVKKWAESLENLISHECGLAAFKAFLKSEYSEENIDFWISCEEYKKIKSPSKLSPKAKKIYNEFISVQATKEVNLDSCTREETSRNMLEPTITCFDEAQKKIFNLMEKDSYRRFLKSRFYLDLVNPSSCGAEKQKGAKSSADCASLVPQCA
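MLSMR compounds (23 nl, pin-transferred) preincubated 10 min at room temperature with a 500nM (2x) first reagent, then RGS4 at 900nM (2x) plus Transcreener GDP mix added; fluorescence polarization (620/688 nm) read before and after 90 min at 30 °C.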
HP1b binding inh: HTS for Inhibitors of HP1-beta Chromodomain Interactions with Methylated Histone Tails; Chromobox protein homolog 1 (Homo sapiens), P83916; AlphaScreen HP1-beta / biotin-H3K9me3 peptide binding; Potency, µM (top dose mostly 114 µM), for inactives: at the top dose activity change, negative = inhibition, actives largely listed as inhibitors; actives 0.56% (n = 390,000); also: potency is read from the fitted curve at half-maximal effect; nearly all actives have a fitted effect of over 70% in size; inactives centre near 23
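AlphaScreen: HP1-beta (50 nM) preformed 30 min with biotin-H3(1-18)K9me3 peptide (50 nM) in PBS pH 7.4, 0.01% Tween-20. Compound added for 30 min at RT, then streptavidin donor/nickel chelate acceptor beads (10 ug/mL) for 30 min.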
G9a block: qHTS Assay for Inhibitors of Histone Lysine Methyltransferase G9a; Histone-lysine N-methyltransferase EHMT2 (Homo sapiens), Q96KQ7; G9a H3K9 monomethylation, AlphaScreen, 2 h; Potency, µM (series often up to 102 µM), for the others: top-dose activity, negative = inhibition, usual class: inhibitors; actives 8.8% (n = 350,000); AID 504332, 2011; also: potency is read from the fitted curve at half-maximal effect; % is scaled to controls: 0 for no effect and ±100 for the full control effect; nearly all actives have a fitted effect of over 75% in size
Target sequence (Q96KQ7 913-1193 limits assumed): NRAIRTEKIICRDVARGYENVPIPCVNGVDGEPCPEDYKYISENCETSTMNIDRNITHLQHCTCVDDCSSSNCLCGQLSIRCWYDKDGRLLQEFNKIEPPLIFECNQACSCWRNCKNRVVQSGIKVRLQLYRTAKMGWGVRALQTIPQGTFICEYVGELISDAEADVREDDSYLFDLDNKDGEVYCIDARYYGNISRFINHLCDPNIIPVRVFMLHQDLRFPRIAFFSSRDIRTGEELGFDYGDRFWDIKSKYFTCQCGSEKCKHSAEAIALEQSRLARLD
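Enzyme 20 nM + cpd, 15 min RT; add b-H3K9 pep 500 nM / SAM 20 uM; 2 h RT; anti-H3K9me1 Ab 0.5 ug/mL + SA donor / anti-rabbit acceptor beads 20 ug/mL each, 10 min; AlphaScreen read.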
12-LOX inh: Primary qHTS assay for inhibitors of human arachidonate 12S-lipoxygenase (ALOX12): Round 2; Polyunsaturated fatty acid lipoxygenase ALOX12 (Homo sapiens), P18054; purified 12hLO, xylenol orange hydroperoxide absorbance; Potency, µM (series often up to 108 µM), inactives show top-dose activity change, negative = inhibition, actives largely listed as inhibitors; actives 1.1% (n = 580,000); also: potency is read from the fitted curve at half-maximal effect; % is scaled to controls: 0 for no effect and ±100 for the full control effect
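Purified human 12hLO (150 nM final) in 25 mM Hepes, 0.01% Triton X-100, pH 7.0 was preincubated 15 min at room temperature with compound. Then 40 uM arachidonic acid was added, 30 min. Hydroperoxide was read by Fe-XO absorbance ratio 573/405 nm.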
ERG-DNA inh: qHTS for Small Molecule Inhibitors of the ERG Ets/DNA interaction. Transcriptional regulator ERG (Homo sapiens), P11308. fluorescence polarization, His-ERG Ets domain / labelled DNA. Potency, µM (highest dose often 76.9 µM), for the others: top-dose FP activity, negative = inhibition, most hits filed as inhibitors. actives 0.028% (n = 370,000). AID 624246, 2012; active = well fitted inhibition curve with a large enough effect in the polarisation, with a control signal flat; inconclusive = small, poorly fitted or top-dose-only effect, or effect the other way, or a change in a side signal; inactive = no such curve, though single readings can be large or run the other way; the % refers to the polarisation;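 also: polarization taken with two DNA probes labelled with fluorescein and Texas red; potency is read from the fitted curve at half-maximal effect; % of control where 0% means no effect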
Target sequence (P11308 whole entry, looked up, the tested form may be a part): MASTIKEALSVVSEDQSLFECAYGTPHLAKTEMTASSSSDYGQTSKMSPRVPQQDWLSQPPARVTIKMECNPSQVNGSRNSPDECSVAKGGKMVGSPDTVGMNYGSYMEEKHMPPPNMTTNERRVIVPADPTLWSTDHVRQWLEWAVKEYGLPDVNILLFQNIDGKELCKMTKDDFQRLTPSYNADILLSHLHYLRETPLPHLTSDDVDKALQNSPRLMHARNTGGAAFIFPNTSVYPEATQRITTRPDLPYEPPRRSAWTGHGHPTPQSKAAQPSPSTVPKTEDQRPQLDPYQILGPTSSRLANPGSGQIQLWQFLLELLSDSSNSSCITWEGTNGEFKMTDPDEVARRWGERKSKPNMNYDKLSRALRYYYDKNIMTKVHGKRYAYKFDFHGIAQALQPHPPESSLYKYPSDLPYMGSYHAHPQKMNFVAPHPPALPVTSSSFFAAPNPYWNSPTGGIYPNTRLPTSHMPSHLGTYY
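His-tagged ERG Ets domain (1 uM in the protein solution; 300mM KCl, 50mM Tris-HCl, 1mM EDTA, 1mM DTT, pH 7.5) received compound, then a probe mix of 5 nM fluorescein-DNA and 100nM Texas-615-DNA. Fluorescence polarization was read for both dyes.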
BAZ2B inh: qHTS Assay for Inhibitors of BAZ2B; Bromodomain adjacent to zinc finger domain protein 2B (Homo sapiens), Q9UIF8; AlphaScreen BAZ2B-H3K14Ac peptide displacement; Potency, µM (highest dose often 114 µM), for inactives: top-dose activity change, negative = inhibition, most hits filed as inhibitors; actives 4.4% (n = 360,000); also: potency is read from the fitted curve at half-maximal effect; % is scaled to controls: 0 for no effect and ±100 for the full control effect; nearly all actives have a fitted effect of over 60% in size
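AlphaScreen displacement of biotin-H3(5-23)K14Ac peptide (50 nM final) from BAZ2B (50 nM final) in PBS pH 7.4, 0.01% Tween-20; complex preformed 30 min RT, then compounds (top 110 uM) 30 min RT, beads 20 min dark.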
JMJD2A Tudor inh: qHTS Assay for Inhibitors of JMJD2A-Tudor Domain; Lysine-specific demethylase 4A (Homo sapiens), O75164; AlphaScreen JMJD2A-Tudor / H3K4me3 peptide binding; Potency, µM (titrated, usually from 114 µM), for the others: at the highest dose activity change, negative = inhibition, usual class: inhibitors; actives 4.4% (n = 390,000); AID 504339, 2011; also: potency is read from the fitted curve at half-maximal effect; % is scaled to controls: 0 for no effect and ±100 for the full control effect; nearly all actives have a fitted effect of over 50% in size
* hit, by the source's call; u = inconclusive; x = no result given; [ ] = another dose, or the depositor's remark. Unless noted, calls follow the shape of the dose curve; as a rule, active = well fitted curve in the direction sought with a large enough effect; inconclusive = small, poorly fitted or top-dose-only effect, or another doubt; inactive = no such curve, though single readings can be large; an effect the other way counts as inactive or inconclusive.

SMILES	GLS inh	PI4K2A block	RGS4 inhibitor	HP1b binding inh	G9a block	12-LOX inh	ERG-DNA inh	BAZ2B inh	JMJD2A Tudor inh
Cc1ccc(NC(=O)COC(=O)CCC(=O)c2cccs2)c(Br)c1	18%	-1	12%	33%	10%[59 µM]	8%	-3%	-3%	-2%
CC1CCN(S(=O)(=O)c2ccc(NC(=O)CCNC(=O)c3ccc(Cl)cc3)cc2)CC1	0%	0	1%	-12%	-7%	-14%	0%	12%	-17%
O=C(CN1CCCC1)Nc1cc(C(F)(F)F)cc(C(F)(F)F)c1	-8%	-1	-1%	18%	8%	-2%	6%	-11%	-8%
CCOC(=O)NC(C)N1C(=O)C2C3C=CC(C3)C2C1=O (stereo unspecified)	-4%	0	-15%	56%[activator]	-28%	-3%	-3%	4%	-8%
Cc1ccc(NC(=O)CSCC(=O)O)c(C)c1	-4%	-5	-4%[56.9 µM]	73%[activator]	-50%	0%	-3%	-4%	-8%[57.1 µM]
O=C1/C(=C\c2cc(Cl)c(O)c(Cl)c2)SC(=S)N1Cc1ccccc1	1%	3	-12%	u	14µM*	-87%	137%[activator]	50µM*	50µM*
Cc1ccc(C(=O)N/N=C/c2ccc(S(=O)(=O)O)o2)c(Cl)c1	10%	0	-9%	34%	u	0%	14%	-33%	12%
CC(C)c1cc(C(=O)Nc2cccc(Cl)c2)no1	2%	-5	-10%	165%[activator]	29%[12.7 µM]	10%	-5%	53%[activator]	52%[activator]
COc1ccc(C(=O)NCC(=O)OCC(=O)c2ccc(Cl)cc2)cc1OC	-9%	4	u	34%	u	u	-5%	u	-17%
O=C(C1COc2ccccc2O1)N1CCCC1 (stereo unspecified)	-2%	2	-12%	33%	1%	0%	-6%	-12%	-8%
FC(F)(F)c1ccccc1-n1c(-c2cnccn2)n[nH]c1=S	0%	3	-13%	45%[activator]	u	u	-7%	-29%	-16%
O=[N+]([O-])c1cccc2c(Br)[nH]nc12	x	-3	2%[56.9 µM]	x	4%[59 µM]	u	x	x	x
COCCN(C(=O)COC(=O)c1ccc2[nH]c(C)c(C)c2c1)c1c(N)n(Cc2ccccc2)c(=O)[nH]c1=O	15%	-4	-20%	u	6%[0.501 µM]	u	8%	-39%	u
O=C1CSC(=S)N1/N=C/c1ccc(C(F)(F)F)cc1	u	-6	-36%	12%	79µM*	u	40%[activator]	-15%	-31%
O=C(COC(=O)CCc1nc2ccccc2c(=O)[nH]1)Nc1ccc(Cl)cn1	34%[activator]	1	-24%[11.4 µM]	-16%	u	u	-4%	14%	-24%[11.4 µM]
CC(=O)c1cccc(NC(=O)CNC(=O)Cc2ccccc2)c1	4%	4	5%	-2%	14%	9%	-2%	-2%	-16%
CCN(CC)CCCNC(=O)c1ccc2c3n(nc2c1)-c1ccc(Cl)cc1CO3	0%	0	11%	15%	18%[2.33 µM]	-14%	8%	8%	-29%
CCC1=C(OC(=O)N(CC)CC)N2C(=O)OC(=NCC3CC3)[C@]2(C)[C@H]2C1=CC[C@H]1C(=O)N(CC(=O)OC)C(=O)[C@H]12	3%	0	16%	25%	6%[59 µM]	u	4%	7%	-21%
O=S(=O)(Cc1ccc(Cl)cc1)NCC1CCCO1 (stereo unspecified)	1%	3	-9%	16%	1%[59 µM]	16%	x	-1%	-4%
NC(=O)c1nsc(C(=O)N(Cc2cccnc2)C(C(=O)NC2CCCC2)c2ccc(F)cc2)c1N (stereo unspecified)	-5%	2	-14%	9%	23%[59 µM]	1%	1%	8%	-5%
CCOc1ccc(S(=O)(=O)NCC2CCCO2)c2ccccc12 (stereo unspecified)	-2%	4	20%	9%	39%	32%[activator]	4%	0%	-11%
COc1cc(C2C(N3C(=O)c4ccccc4C3=O)C(=O)N2c2ccc(C)c(C)c2)cc(OC)c1OC (stereo unspecified)	-6%	-2	-7%	21%	5%[59 µM]	4%	6%	-3%	-21%
CN1CCN(CCCNC(=O)c2nnc(Cc3c(F)cccc3Cl)o2)CC1	-3%	-8	3%	24%	17%[12.7 µM]	-2%	-3%	5%	1%
CN(C)c1ccc(NC(=O)Cn2c(=O)n(Cc3ccccc3)c(=O)c3ccccc32)cc1	2%	7	-7%	30%	-1%[2.33 µM]	0%	11%	-1%	1%
CCC(=O)Nc1cccc(-c2ccc(N3CCCCC3)nn2)c1	2%	-3	21%	44%[activator]	-3%	19%	1%	-8%	2%
CC(C)C(OC(=O)c1nsc(Cl)c1Cl)C(=O)NC1CCCCC1 (stereo unspecified)	0%	2	12%	5%	8%	20%	4%	8%	-14%
CCOc1ccc(N(CC(=O)NCCc2ccc(C)cc2)S(=O)(=O)c2c(C)noc2C)cc1	-3%	-2	3%	30%	68%[activator]	6%	12%	-11%	-12%
COc1cc(/C=C/C(=O)OCC(=O)c2c(N)n(C)c(=O)n(C)c2=O)ccc1OC(F)F	14%	1	-18%	-8%	13%[12.7 µM]	-10%	2%	-8%	-11%
Cc1ccccc1C(=O)NCC(C)NC(=O)c1ccccc1C (stereo unspecified)	3%	-3	-4%	20%	x	-11%	-2%	x	6%
Cc1nnc(SCC(=O)c2c(N)n(C3CC3)c(=O)[nH]c2=O)n1-c1ccccc1	-1%	-1	37%	24%	14%[2.33 µM]	3%	23%	-6%	-12%
CC(C(=O)N1CCc2ccccc21)n1cnc2c1c(=O)n(C)c(=O)n2C (stereo unspecified)	0%	9	9%	37%	7%[12.7 µM]	-18%	-1%	2%	-13%
COC(=O)[C@@]12CCCN1[C@H](c1ccc(-c3ccc(Cl)c(Cl)c3)c(OC)c1)[C@H]1C(=O)N(C)C(=O)[C@H]12	6%	-2	-11%	19%	x	u	6%	x	u
Cc1sc2ncnc(OCC(=O)N3CCN(S(=O)(=O)c4ccccc4)CC3)c2c1C	2%	-8	-5%[11.4 µM]	-15%	12%[59 µM]	0%	2%	10%	-21%[11.4 µM]
CC1CCc2ccccc2N1C(=O)c1cccs1 (stereo unspecified)	-4%	-3	u	u	26%[59 µM]	2%	1%	7%	56µM*
CC1c2cc3c(cc2CCN1C(=O)c1ccc(Cl)cc1)OCCCO3 (stereo unspecified)	1%	2	-14%	19%	10%[0.0925 µM]	11%	-9%	u	-14%
CSc1ccc(S(=O)(=O)NCC(=O)OCC(=O)N(C)CC(=O)Nc2ccccc2Cl)cc1[N+](=O)[O-]	0%	-6	-29%	-1%	-39%[59 µM]	-8%	-8%	-23%	-26%
COc1ccc(NC(=O)c2cccc3c(Br)cccc23)cc1	-8%	0	12%	33%	-18%	-15%	-3%	-4%	6%
CCN(CC)CCNC(=O)c1ccc(NC(=O)c2ccc(Cl)c(S(=O)(=O)N3CCCCCC3)c2)cc1	0%	5	0%	-24%	x	u	-3%	-17%	u
Cc1c(Cl)cccc1NC(=O)Cn1cc2c(n1)CCCC2	-15%	1	19%	2%	-2%[59 µM]	-19%	-10%	-1%	-14%
CC1=NN(Cc2c(C)nn(Cc3ccccc3)c2C)C(C)(C)C1	-13%	0	9%	26%	u	4%	-8%	u	-11%
CN1CCN(C2CCCCCC2)CC1	1%	-7	-18%	54%[activator]	-8%[59 µM]	0%	-8%	0%	-15%
CC(=O)NC(c1cccs1)c1cc([N+](=O)[O-])c2cccnc2c1O (stereo unspecified)	4%	-12	1%	10%	7.9µM*	u	-5%	4µM*	35µM*
O=C(NCCc1ccccc1)c1cc(Sc2ccc(F)cc2F)nc2ccccc12	-2%	0	24%	24%	-3%[59 µM]	-21%	-4%	-2%	-33%
O=C(COc1ccccc1)Nc1ccc2c(c1)nc1n2CCSC1	-7%	-4	-32%	1%	u	4%	1%	1%	-16%
COc1ccc(-n2cc(-c3ccccc3)c3c(=O)[nH]cnc32)cc1	-7%	-1	4%	u	3%[59 µM]	-28%	15%	u	u
Cc1cccc2nc(Cn3c(=O)n(CCC(=O)NCc4ccco4)c(=O)c4ccccc43)cc(=O)n12	3%	-9	10%	43%[activator]	x	-5%	-5%	x	-9%
CCC(C)NC(=O)CN(C)S(=O)(=O)c1ccc2c(c1)c(=O)n(C)c(=O)n2C (stereo unspecified)	0%	-1	-17%	38%	12%	-3%	5%	-1%	-12%

An excerpt of these results, in CSV form.
canonical_smiles,GLS inh,PI4K2A block,RGS4 inhibitor,HP1b binding inh,G9a block,12-LOX inh,ERG-DNA inh,BAZ2B inh,JMJD2A Tudor inh
O=C(COc1ccccc1)Nc1ccc2c(c1)nc1n2CCSC1,-7%,-4,-32%,1%,u,4%,1%,1%,-16%
COc1ccc(-n2cc(-c3ccccc3)c3c(=O)[nH]cnc32)cc1,-7%,-1,4%,u,3%[59 µM],-28%,15%,u,u

An excerpt; the hit share may differ from the screen's.
